KB-3-1 tox: qHTS assay for MDR1-selective chemotherapeutics: Primary screen using the parental adenocarcinoma cell KB-3-1. KB-3-1 viability, CellTiter-Glo ATP luminescence, 72 h. Potency, µM (titrated, usually from 46.1 µM), inactives show at the top dose activity change, negative = cytotoxic, usual class: cytotoxic. hit rate 1.4% among 400,000; note: potency is the fitted concentration of half-maximal effect; % is set by controls: 0 for no effect and ±100 for the full control effect; nearly all actives have a fitted effect of over 60% in size
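Luminescent ATP read-out (CellTiter-Glo) measures survival of drug-naive KB-3-1 cells after 72 h compound exposure at 37 °C. Titration series was screened from lowest to highest concentration, with DMSO vehicle plates as background controls.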
IL-1B inflam inh: qHTS for Inhibitors of Inflammasome Signaling: IL-1-beta AlphaLISA Primary Screen. hit rate 4.7% among 360,000. activity change, % at 57.5 µM. THP-1 LPS/ATP IL-1B secretion, AlphaLISA, 16 h; stronger effect = lower value; in the data active = activity change below about -50%; inconclusive = mostly about -30% to -49%; note: % is set by controls: 0 for no effect and ±100 for the full control effect
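Secreted IL-1B measured by AlphaLISA bead assay after 16 h compound exposure of THP-1 cells; compounds (final up to 57.5 uM) added 1 h before LPS (250 ng/mL) and ATP (1.25 mM) stimulation; lower signal means less secretion.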
HT1080-NT tox: qHTS for induction of synthetic lethality in tumor cells producing 2HG: qHTS for the HT-1080-NT fibrosarcoma cell line; Potency, µM (doses to about 46.1 µM), for the others: at the highest dose activity, negative = less viability, most hits filed as cytotoxic; hit rate 1.6% among 360,000; HT-1080-NT fibrosarcoma viability, CellTiter-Glo ATP luminescence, 48 h;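 note: NT is the 2HG producing partner of a matched IDH1 knockdown line; potency is the fitted concentration of half-maximal effect; 0% = DMSO-treated cells and -100% = media-only wells without cells; nearly all actives have a fitted effect of over 55% in size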
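HT-1080-NT; 750 cells/well; 5% FBS RPMI; 48 h compound, 37 degrees C; CellTiter-Glo luminescence; curve fitting and curve-class assignment.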
HT1080 IDH1KD tx: qHTS for induction of synthetic lethality in tumor cells producing 2HG: qHTS for the HT-1080-IDH1KD cell line. HT-1080 IDH1 knockdown viability, ATP luminescence, 48 h. Potency, µM (doses to about 46.1 µM), for the others: at the highest dose activity, negative = toxicity, most hits filed as cytotoxic. hit rate 2% among 360,000. AID 686971, 2013;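 note: potency is the fitted concentration of half-maximal effect; 0% = DMSO wells and -100% = cell-free medium wells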
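IDH1KD HT-1080 cells, 750/well, RPMI + 5% FBS; compound pinned after 2 h settling; 48 h, 37 °C; CellTiter-Glo luminescence; % activity normalised to DMSO and no-cell wells; curves fitted, classed by r2 and efficacy.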
DRD3 antagonist: qHTS of D3 Dopamine Receptor Antagonist: qHTS | D(3) dopamine receptor (Homo sapiens), P35462 | D3R cells, DiscoveRx beta-arrestin luminescence, antagonist mode; stronger effect = lower value | max response, negative = inhibition, % | hit rate 2.5% among 360,000 | AID 652054, 2013; in the data active = max response below about -50%; inconclusive = no clear call, values can overlap the other calls; note: % is set by controls: 0 for no effect and ±100 for the full control effect; mostly tested at two doses, the higher about 12 µM
Target sequence (P35462 whole entry, looked up): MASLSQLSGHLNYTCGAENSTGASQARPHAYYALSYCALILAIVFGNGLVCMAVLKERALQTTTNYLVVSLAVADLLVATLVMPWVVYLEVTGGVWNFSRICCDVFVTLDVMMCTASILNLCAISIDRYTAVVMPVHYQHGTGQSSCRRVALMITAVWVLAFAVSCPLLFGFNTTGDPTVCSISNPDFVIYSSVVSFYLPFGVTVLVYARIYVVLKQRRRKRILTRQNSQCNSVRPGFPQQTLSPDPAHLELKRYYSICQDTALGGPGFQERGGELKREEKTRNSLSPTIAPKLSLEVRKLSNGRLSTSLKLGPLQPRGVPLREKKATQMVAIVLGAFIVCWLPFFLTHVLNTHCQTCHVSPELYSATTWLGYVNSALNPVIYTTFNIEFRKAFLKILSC
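Cells plated overnight at 1500 cells/well, then exposed to library compounds with dopamine controls for 90 minutes at 37 degrees C. DiscoveRx reagent added for 30–60 minutes at room temperature; luminescence read, quantitative HTS format.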
D3 ag: qHTS of D3 Dopamine Receptor Agonist: qHTS; D(3) dopamine receptor (Homo sapiens), P35462; max activation, %; D3R DiscoveRx beta-arrestin cells, luminescence, 90 min; hit rate 0.58% among 410,000; in the data active = max activation above about 30%; note: 0% is about no effect; mostly tested at two doses, the higher about 12 µM
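Agonist mode: compounds and dopamine controls were applied to plated cells for 90 min at 37 degrees C after an overnight attachment at 1500 cells/well. Luminescent read-out followed 30 - 60 minutes at room temperature with DiscoveRx detection reagent.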
SW480 rerep: A quantitative high throughput screen for small molecules that induce DNA re-replication in SW480 colon adenocarcinoma cells; Potency, µM (top dose mostly 46.1 µM), for the others: at the top dose re-replication activation, most hits filed as activators; SW480 DNA re-replication, Hoechst DNA content imaging, 48 h; hit rate 1.8% among 340,000; note: potency is the fitted concentration of half-maximal effect; % of control where 0% means no effect; nearly all actives have a fitted effect of over 55% in size
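Treated cells incubate 48 hr (37 C, 5% CO2), are stained 40 min with Hoechst, and nuclear fluorescence is enumerated; a rise in nuclei with high DNA signal marks re-replication.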
GLP-1R agonist: qHTS of GLP-1 Receptor Agonists. Glucagon-like peptide 1 receptor (Homo sapiens), P43220. HEK293 GLP-1R CRE-luciferase, luminescence, 4-6 h; cells express a hypersensitive GLP-1R form. Potency, µM (highest dose often 45.6 µM), without a hit: at the top dose activation, actives largely listed as activators. hit rate 0.007% among 380,000; note: potency is the fitted concentration of half-maximal effect; % of control where 0% means no effect
Target sequence (P43220 whole entry, looked up): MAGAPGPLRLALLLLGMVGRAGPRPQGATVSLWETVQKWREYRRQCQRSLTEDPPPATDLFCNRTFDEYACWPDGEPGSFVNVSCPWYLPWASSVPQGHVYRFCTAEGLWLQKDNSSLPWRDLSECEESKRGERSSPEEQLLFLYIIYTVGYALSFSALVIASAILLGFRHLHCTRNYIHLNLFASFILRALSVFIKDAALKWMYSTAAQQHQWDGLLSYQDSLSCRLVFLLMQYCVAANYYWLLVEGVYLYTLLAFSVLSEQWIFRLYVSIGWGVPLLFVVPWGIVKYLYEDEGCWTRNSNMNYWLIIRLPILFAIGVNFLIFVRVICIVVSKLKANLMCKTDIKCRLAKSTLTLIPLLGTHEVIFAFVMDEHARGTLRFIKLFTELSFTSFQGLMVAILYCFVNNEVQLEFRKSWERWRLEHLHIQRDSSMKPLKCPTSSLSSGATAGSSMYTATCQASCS
KB-V1 cytotox: qHTS assay for MDR1-selective chemotherapeutics: Primary screen using the drug-selected MDR subline cells KB-V1 | Potency, µM (doses to about 46.1 µM), for the others: at the top dose activity change, negative = cytotoxicity, hits mostly cytotoxic | KB-V1 MDR cells viability, CellTiter-Glo, 72 h | hit rate 3.4% among 400,000; note: potency is the fitted concentration of half-maximal effect; % is set by controls: 0 for no effect and ±100 for the full control effect; nearly all actives have a fitted effect of over 60% in size
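Drug-selected KB-V1 cells, grown in DMEM lacking phenol red with 10% FBS, receive compound titrations; after three days at 37 degrees C, surviving cell ATP is quantified by CellTiter-Glo luminescence and responses normalized and curve-fitted.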
Active calls of the source: *; ? = inconclusive; . = no result given; & = joins results of further samples; [ ] = another dose, or the depositor's remark. Unless noted, calls come from the whole dose curve; as a rule, active = well fitted curve in the direction sought with a large enough effect; inconclusive = small, poorly fitted or top-dose-only effect, or another doubt; inactive = no such curve, though single readings can be large; an effect the other way counts as inactive or inconclusive.

No.	compound	KB-3-1 tox	IL-1B inflam inh	HT1080-NT tox	HT1080 IDH1KD tx	DRD3 antagonist	D3 ag	SW480 rerep	GLP-1R agonist	KB-V1 cytotox
1	CSc1nccc(N/N=C/c2ccccc2)n1	-1%	-29	20%	10%	-12	-12	3%	10%	-6%
2	NS(=O)(=O)c1ccc(NC(=O)CN2CCCCC2)cc1	11%	-3	1%	5%	4	2	-6%	0%	4%
3	Cc1ccc(S(=O)(=O)N(C)C)cc1NC(=O)CSc1nnc(C2CC2)n1C1CC1	0%	13	3%	4%	-11	-3	-7%	4%	-14%
4	CN1CCC(C(=O)C(=O)O)C1=O (configuration not stated)	-1%	-7	0%	-4%	1	1	5%	9%	-6%
5	CC(=O)N(Cc1ccco1)C1(C(=O)NC2CCCCC2)CCCCC1	2%	5	11%	5%	8	3	-2%	-3%	5%
6	O=C(CSc1nnc2scc(-c3ccccc3)n12)N1CCCc2ccccc21	3%	-11	-3%	14%	8	13	-7%	0%	0%
7	COc1ccccc1CNC(=O)CCS(=O)(=O)c1ccc2c(c1)CCN2C(C)=O	9%&-2%	15	12%	21%	20	17&-8	-2%	-1%	12%&-11%
8	COc1ccc(CCNC(=O)c2ccc3c(c2)N(Cc2cc(C)ccc2C)C(=O)c2ccccc2S3=O)cc1OC (configuration not stated)	-1%	.	.	.	.	-4	.	1%	0%
9	C=CCOC(=O)C1=C(C)NC(=O)NC1c1ccc(O)cc1 (configuration not stated)	-11%	-5	-4%	-1%	-12	6	2%	-1%	3%
10	O=C(NNS(=O)(=O)c1ccc(F)cc1)c1ccccc1	-6%	-14	-7%	-5%	-2	-6	24%	0%	4%
11	COc1ccc(Nc2ncnc3ccc([N+](=O)[O-])cc23)c(OC)c1	-7%	26	-12%	1%	-5	-3	-2%	-16%	?
12	Cc1csc(NC(=O)C(C)Oc2ccc(Br)cc2)n1 (configuration not stated)	8%	-14	-1%	-24%	-13	-5	0%	-5%	?
13	Cc1ccccc1NS(=O)(=O)c1ccc(N2CCCC2=O)cc1	5.2µM*	29	12µM*	9.2µM*	9	-4	3.7µM*	-8%	2.6µM*
14	Cc1ccc(C(=O)NNC(=O)Cn2ccc(C(F)(F)F)n2)o1	4%	5	3%	1%	-6	0	-2%	-13%	4%
15	C=CCn1c(-c2ccccc2)nc2nc3ccccc3nc21	-13%	-7	-1%	11%	17	7	-1%	-2%	-22%
16	O=C1CCCc2cc(S(=O)(=O)N3CCCC(C(=O)Nc4ccc(F)c(Cl)c4)C3)ccc2N1 (configuration not stated)	?	.	.	.	.	1	.	-3%	?
17	NNC(=O)c1ccc(COc2cccc3cccnc23)cc1	2%	13	-3%	0%	-6	6	2%	8%	2%
18	C=CCNC(=O)Cn1nc(-c2ccccc2)ccc1=O	1%	15	11%	5%	-18	1	6%	-4%	14%
19	CN(C)S(=O)(=O)N(CC(=O)Nc1ccccc1F)c1ccccc1	-10%	?	-22%	-2%	-25	-7	-3%	3%	0%
20	CCOC(=O)c1ccc(NC(=O)Cn2cnc3cc(C)c(C)cc32)cc1	?	-19	-26%	?	8	3	?	4%	11%

Results in sequence from the entries so far.
D3 ag, nos. 7 to 14: 17&-8, -4, 6, -6, -3, -5, -4, 0
HT1080-NT tox, nos. 7 to 14: 12%, ., -4%, -7%, -12%, -1%, 12µM*, 3%

Next structures:
No.	compound	KB-3-1 tox	IL-1B inflam inh	HT1080-NT tox	HT1080 IDH1KD tx	DRD3 antagonist	D3 ag	SW480 rerep	GLP-1R agonist	KB-V1 cytotox
21	CN(C)CCCN(C(=O)c1ccc(S(=O)(=O)N(C)C2CCCCC2)cc1)c1nc2ccc(F)cc2s1	-8%	-98*	?	?	-8	-17	7%	?	-6%
22	CSc1cccc(NC(=S)N2CCC(N(C)C3CCCCCC3)CC2)c1	0%	-62*	-19%	-14%	9	-8	2%	-3%	-20%
23	O=C(N/N=C/C(Cl)=C/c1ccccc1)c1ccccc1F	10%	-69*	-18%	-5%	-1	-4	15%	20%	?
24	COc1ccc(S(=O)(=O)NC(=O)C2(C)CCN2C(=O)C2(c3ccc(Cl)cc3)CCC2)cc1 (configuration not stated)	0%	50	?	1%	7	4	.	-9%	6%
25	Cc1onc(-c2ccccc2)c1C(=O)NC(=S)Nc1sc2c(c1C#N)CCC(C)C2 (configuration not stated)	-13%	31	-6%	-5%	3	35*	4%	0%	?
26	CCOC(=O)N1CCC(N(CCN(C)C)C(=S)Nc2ccccc2C)CC1	-1%	-11	-4%	0%	-12	-2	12%	-7%	4%
27	COC(C/C=C\C(=O)[C@H](C)OCc1ccccc1)OC	4%	-23	7%	-7%	-8	15	?	-1%	0%
28	O=C(Cc1ccccc1)Nc1ccc2oc(-c3ccncc3)nc2c1	0%	-13	-5%	-13%[9.24 µM]	14	8	-2%	-2%	-20%
29	Cc1ccc(C#N)c(SCCN2CCCCC2)n1	1%	-10	9%	11%	-16	-16	1%	7%	11%
30	COc1ccccc1NC(=O)C1=C(C)NC(=O)NC1c1ccccc1F (configuration not stated)	20%	3	19%	6%	0	3	-8%	8%	8%
31	CCC(C)C1NC(=S)N(Cc2ccccc2)C1=O (configuration not stated)	-13%	25	-5%	-1%	-5	-1	3%	7%	-10%
32	CCCCC#Cc1ccc(C(=O)NNC(=O)Nc2cc(Cl)cc(Cl)c2)o1	-22%	-3	1%	0%	0	4	?	-4%	-3%
33	CC(=O)Nc1cc(-c2cccc(CO)c2)cn2c(-c3ccc(C(C)=O)cc3)cnc12	0%	-29	-26%	5%	43	5	.	18%	-2%
34	CCCn1c(SCC(=O)Nc2cccc(Cl)c2Cl)n[nH]c1=O	-4%	10	1%	-15%	-22	3	3%	0%	-6%
35	CC(=O)N1CCC2(CC1)C(C#N)=C(N)Oc1n[nH]c(C(F)(F)F)c12	0%	10	-2%	4%	-3	-9	?	-11%	18%
36	O=C(Nc1cccc(F)c1)/C(=C/c1ccco1)NC(=O)c1ccco1	-1%	7	-2%	-2%	-8	-7	-6%	-2%	-4%
37	COc1ccc(-c2noc(CCC(=O)N3CCN(c4cccc(C)c4C)CC3)n2)cc1	-1%	-5	2%	0%	6	0	-17%	-4%	1%
38	CCS(=O)(=O)c1nc(S(=O)(=O)c2ccc(Cl)cc2)c(N2CCc3ccccc3C2)s1	6%	13	-1%	-5%	6	-6	.	-6%	?
39	COc1ccc(/C=N/NC(=O)c2nc(-c3ccccc3)cc(-c3ccccc3)n2)cc1O	?	-82*	?	?	-18	-15	5%	7%	16µM*
40	COc1ccc(NS(=O)(=O)c2ccc(Br)s2)cc1OC	-18%	18	-22%	-30%	-12	5	2%	4%	21µM*
41	CCOC(=O)N1CCC(NC(=O)C2CCCN(Cc3nc(-c4cccc(C)c4)oc3C)C2)CC1 (configuration not stated)	0%	-27	?	?	39	5	0%	18%	?
42	Cc1ccc(NC(=S)Nc2cccc3ccccc23)cc1F	2%	7	-16%	-11%	-7	0	-34%[inhibitor]	4%	-8%
43	COc1ccccc1NC(=O)Cn1nnc(-c2ccccc2NS(=O)(=O)c2ccccc2)n1	?	4	-6%	-16%	30	1	?	2%	5.8µM*
44	C[C@@H]1CN([C@H](C)CO)C(=O)c2c(c3ccccc3n2C)-c2ccccc2CO[C@H]1CN(C)Cc1ccc2c(c1)OCCN2C	-18%	21	3%	1%	0	-8	.	-2%	-11%
45	COc1ccc(C2CC(c3ccccc3)=NN2C(=O)COC(=O)C2CC2)cc1 (configuration not stated)	1%	-14	1%	11%	-13	-2	-1%	4%	?
46	CCOC(=O)c1cc(NC(=O)c2ccc(F)cc2)c(=O)n2c1oc1ccccc12	12%	.	.	.	.	3	.	-1%	-32%

Entries shown so far that contain a Cl atom:
No.	compound	KB-3-1 tox	IL-1B inflam inh	HT1080-NT tox	HT1080 IDH1KD tx	DRD3 antagonist	D3 ag	SW480 rerep	GLP-1R agonist	KB-V1 cytotox
16	O=C1CCCc2cc(S(=O)(=O)N3CCCC(C(=O)Nc4ccc(F)c(Cl)c4)C3)ccc2N1 (configuration not stated)	?	.	.	.	.	1	.	-3%	?
23	O=C(N/N=C/C(Cl)=C/c1ccccc1)c1ccccc1F	10%	-69*	-18%	-5%	-1	-4	15%	20%	?
24	COc1ccc(S(=O)(=O)NC(=O)C2(C)CCN2C(=O)C2(c3ccc(Cl)cc3)CCC2)cc1 (configuration not stated)	0%	50	?	1%	7	4	.	-9%	6%
32	CCCCC#Cc1ccc(C(=O)NNC(=O)Nc2cc(Cl)cc(Cl)c2)o1	-22%	-3	1%	0%	0	4	?	-4%	-3%
34	CCCn1c(SCC(=O)Nc2cccc(Cl)c2Cl)n[nH]c1=O	-4%	10	1%	-15%	-22	3	3%	0%	-6%
38	CCS(=O)(=O)c1nc(S(=O)(=O)c2ccc(Cl)cc2)c(N2CCc3ccccc3C2)s1	6%	13	-1%	-5%	6	-6	.	-6%	?

Source: PubChem BioAssay (National Center for Advancing Translational Sciences (NCATS))
